Screening results: PubChem BioAssay, The Scripps Research Institute Molecular Screening Center
CCHFV vOTU inh = CCHFV vOTU protease inhibition | hit rate 0.55% among 370,000 | Pep-AMC fluorescence | inhibition, % at 11.5 µM; in the data active means inhibition above about 30%; further: 0% = vehicle wells with enzyme and 100% = no enzyme wells
Active calls of the source: *. A portion of the library, so the mix of outcomes need not match the whole.

CCCCCCCCN1C(=O)[C@@H](CC(=O)NCCCCc2ccccc2)C[C@@]2(C(=O)OC)C1=C[C@H](C(C)(C)C)O[C@@H]2C
  CCHFV vOTU inh = 2
CCn1c2c(n(C(C)=O)c1=O)C=C(C(=O)N1CCCC1)C(C)C(c1ccccc1)=C2 (configuration not stated)
  CCHFV vOTU inh = -6
Cc1ccc(C)c(NC(=O)C2CCCN2S(=O)(=O)c2cccnc2)c1 (configuration not stated)
  CCHFV vOTU inh = -2
Cc1ccc(C)c(C(Nc2ccccc2)c2ccc3ccc(C)nc3c2O)c1 (configuration not stated)
  CCHFV vOTU inh = 20
CCOC(=O)N1CCN(C(=O)C[C@H]2C[C@@]3(C(=O)OC)C(=C[C@H](C(C)C)O[C@@H]3C3CC3)N(Cc3ccc(Cl)cc3Cl)C2=O)CC1
  CCHFV vOTU inh = 18
O=C(N[C@H]1C[C@@H]2O[C@@H](CO)CC[C@@H]2O[C@@H]1CCc1ccc(-c2cccnc2)cc1)c1cccc(F)c1
  CCHFV vOTU inh = 3
CC(C)(C)C1=CC(CC(N)=O)(C(C)(C)C)OC1=O (configuration not stated)
  CCHFV vOTU inh = -12
O=C(COC(=O)c1ccc(Sc2ncn[nH]2)c([N+](=O)[O-])c1)Nc1ccc(Cl)c(Cl)c1
  CCHFV vOTU inh = -2
S=C1NCN(CC2CC2)CN1
  CCHFV vOTU inh = 5
CCc1ccccc1NC(=O)c1cc(C)nn1-c1ccccc1
  CCHFV vOTU inh = -2
Cc1ccc(-c2cc(C(=O)NN=Cc3ccc(-c4ccccc4)cc3)[nH]n2)cc1C
  CCHFV vOTU inh = 2
COC(=O)C1CN(Cc2cn(Cc3ccc(F)cc3)nn2)CCS(=O)(=O)N1Cc1ccc(F)cc1 (configuration not stated)
  CCHFV vOTU inh = 26
CCCCN(C)C(=O)c1oc(=O)c2ccccc2c1-c1ccc(C)cc1
  CCHFV vOTU inh = 4
Cc1cc(C(=O)NN=Cc2ccccc2C(=O)O)n[nH]1
  CCHFV vOTU inh = 1
NC(=O)c1ncn([C@@H]2O[C@H](C(=O)N[C@H](Cc3c[nH]c4ccccc34)C(=O)N3CCN(C(=O)C4CC4)CC3)[C@@H](O)[C@H]2O)n1
  CCHFV vOTU inh = 4
COCCCNC(=O)C[C@@H]1C(=O)N(CCc2ccc(Cl)cc2)C2=CCCCC[C@]21C(=O)OC
  CCHFV vOTU inh = 14
COc1ccc(C(=O)C2(C(=O)Nc3cc(C)cc(C)c3)CC(c3ccccc3C(F)(F)F)=NO2)cc1 (configuration not stated)
  CCHFV vOTU inh = 7
Clc1ccc(-c2nnc(SCc3cccc4ccccc34)n2Cc2ccco2)cc1
  CCHFV vOTU inh = 17
Cc1ccccc1NC(=O)Cn1nnc(-c2ccccc2F)n1
  CCHFV vOTU inh = 5
COc1ccc(C(=O)C2(C(=O)NCc3ccccc3)CC(c3ccccn3)=NO2)cc1 (configuration not stated)
  CCHFV vOTU inh = -7
CCOC(=O)CN1CCCc2nc(C)c(C)cc21
  CCHFV vOTU inh = -80
COc1cccc(-c2c(-c3ccccc3OC)ncn2Cc2cccc(-c3ccccc3)c2)c1
  CCHFV vOTU inh = 12
CC(C)C(=O)N1CC[C@H]2[C@H](CCCN2Cc2cc(F)cc(F)c2)C1
  CCHFV vOTU inh = -12
CCOc1ccc(NC(=O)c2cc(-c3ccc(Cl)cc3)nc3ccccc23)cc1
  CCHFV vOTU inh = -9
O=C(C(=O)N1CCN(C(=O)c2ccccc2C(F)(F)F)CC1)c1cccc(C(F)(F)F)c1
  CCHFV vOTU inh = 4

Taken from above.
Reading of `Cc1ccccc1NC(=O)Cn1nnc(-c2ccccc2F)n1` under CCHFV vOTU inh: 5
Reading of `COCCCNC(=O)C[C@@H]1C(=O)N(CCc2ccc(Cl)cc2)C2=CCCCC[C@]21C(=O)OC` under CCHFV vOTU inh: 14
Reading of `COc1ccc(C(=O)C2(C(=O)NCc3ccccc3)CC(c3ccccn3)=NO2)cc1` (configuration not stated) under CCHFV vOTU inh: -7

The listing picks up with the 4 entries that preceded the break.
COc1cccc(-c2c(-c3ccccc3OC)ncn2Cc2cccc(-c3ccccc3)c2)c1
  CCHFV vOTU inh = 12
CC(C)C(=O)N1CC[C@H]2[C@H](CCCN2Cc2cc(F)cc(F)c2)C1
  CCHFV vOTU inh = -12
CCOc1ccc(NC(=O)c2cc(-c3ccc(Cl)cc3)nc3ccccc23)cc1
  CCHFV vOTU inh = -9
O=C(C(=O)N1CCN(C(=O)c2ccccc2C(F)(F)F)CC1)c1cccc(C(F)(F)F)c1
  CCHFV vOTU inh = 4
NC(=O)c1c(N)[nH]c(C(=O)c2ccccc2)c1-c1ccc2ccccc2c1
  CCHFV vOTU inh = 7
COC(=O)[C@@]12C[C@@H](CC(=O)NCc3ccc(C)o3)C(=O)N(Cc3ccc4c(c3)OCO4)C1=CCC(C)(C)C2
  CCHFV vOTU inh = 12
CN(Cc1ccccc1)C(=O)OCc1cn(Cc2ccc(F)cc2)nn1
  CCHFV vOTU inh = 9
CN[C@H]1C[C@H]2c3[nH]c4c(-c5cccc(C)c5)cccc4c3CCN2C(=O)[C@H]1[C@H](C)O
  CCHFV vOTU inh = -12
COC(=O)[C@@]12C[C@@H](CC(=O)NCc3cccs3)C(=O)N(Cc3ccc4c(c3)OCO4)C1=CCC(C)(C)C2
  CCHFV vOTU inh = 11
CN1CCCCC(NC(=O)c2ccc(C#N)cc2)C1=O (configuration not stated)
  CCHFV vOTU inh = -9
COC(=O)[C@]12C[C@H](CC(=O)NCc3ccccc3)C(=O)N(Cc3ccc(Cl)cc3Cl)C1=C[C@H](C(C)C)O[C@@H]2C1CC1
  CCHFV vOTU inh = 13
Nc1sccc1C(=O)NCCN1CCOCC1
  CCHFV vOTU inh = 16
O[C@@H](Cc1ccccc1)[C@@H](/C=C/c1ccccc1)N(Cc1ccccc1)Cc1ccccc1
  CCHFV vOTU inh = 5
Cc1ccccc1Br
  CCHFV vOTU inh = -4
CC(C)(C)c1ccc(S(=O)(=O)N2CCCC2C(=O)N2CCc3ccccc3C2)cc1 (configuration not stated)
  CCHFV vOTU inh = 11
O=C(Nc1ccc2ccccc2c1)NC1CCCCN(Cc2ccc(Cl)cc2)C1=O (configuration not stated)
  CCHFV vOTU inh = -1
CN(C)CC(=O)N[C@@H]1C[C@@H]2O[C@H](CO)CC[C@@H]2O[C@@H]1CCc1ccc(C#Cc2ccccc2)cc1
  CCHFV vOTU inh = 11
C#CCN1CCc2onc(-c3ccc(Br)cc3)c2C1=O
  CCHFV vOTU inh = 14
COc1cc(F)ccc1Oc1cccc2c1S(=O)(=O)N([C@H](C)c1ccccc1)C[C@@H](COCc1ccccc1)O2
  CCHFV vOTU inh = -6
COc1ccc(-n2c(COc3ccc(Cl)cc3)nnc2SCC(=O)c2ccc(-c3ccccc3)cc2)cc1
  CCHFV vOTU inh = 7
Cc1onc(-c2ccccc2)c1C(=O)NCC1CCN(C(=O)C(=O)c2cccs2)CC1
  CCHFV vOTU inh = 1
COC(=O)[C@]1(C#N)CC(=O)N(C)[C@@H]1c1ccccc1
  CCHFV vOTU inh = 1
COc1cccc(CNC(=O)Cn2c(-c3ccccc3)cc(C(C)=O)c2C)c1
  CCHFV vOTU inh = 1
C[C@H](O)[C@@H]1CN2CCc3ccc(-c4ccc5c(c4)OCO5)cc3[C@@H]2C[C@@H]1N(C)C(=O)c1cccc(Cl)c1
  CCHFV vOTU inh = 3
Cc1ccccc1C(=O)N[C@H](C(=O)N1CCC[C@H]1C(=O)NCc1ccccc1)C(C)C
  CCHFV vOTU inh = -4
C[C@H]1C2CC(OC(=O)Nc3ccc4c(c3)OCO4)C(C2)[C@H]2CCCCN21 (some centres not stated)
  CCHFV vOTU inh = -2
COc1ccc(-n2c(SCC(=O)Nc3cc(C)c(NC(=O)c4ccccc4)cc3OC)nnc2-c2ccco2)cc1
  CCHFV vOTU inh = 15
COc1ccc2c(c1)CNC2CS(=O)(=O)NCc1ccccc1 (configuration not stated)
  CCHFV vOTU inh = -5
COc1ccc(CC(=O)N2CCN(C(=O)c3ccc4nc(C)n(C5CCCC5)c4c3)CC2)cc1
  CCHFV vOTU inh = -7

Among those listed so far, these have a CF3 group:
COc1ccc(C(=O)C2(C(=O)Nc3cc(C)cc(C)c3)CC(c3ccccc3C(F)(F)F)=NO2)cc1 (configuration not stated)
  CCHFV vOTU inh = 7
O=C(C(=O)N1CCN(C(=O)c2ccccc2C(F)(F)F)CC1)c1cccc(C(F)(F)F)c1
  CCHFV vOTU inh = 4

Later entries.
structure,CCHFV vOTU inh
Cc1ccc(S(=O)(=O)N2CCN(C(=O)C(O)c3ccccc3)CC2)cc1 (configuration not stated),9
COC(=O)[C@]12C[C@H](CC(=O)N3CCOCC3)C(=O)N(Cc3ccccc3)C1=C[C@H](C(C)C)O[C@@H]2C1CC1,-7
COCC(=O)NCC1CCN(C(=O)C(=O)c2cccs2)CC1,-8
COC(=O)C1=C(C)N(Cc2ccc(F)cc2)C(=S)NC1c1ccccc1 (configuration not stated),4
CCOC(=O)[C@@]12CCC3=C1N(CCC3)C(=O)[C@H](CC(=O)N1CCSCC1)C2,-2
COC(=O)C1=C(C)N(CC(C)C)C(=S)NC1c1ccc(Cl)cc1 (configuration not stated),16
CCN(CC)C(=O)CC[C@H]1CC[C@]2(CCCN(Cc3ccc(Br)cc3)C2)O1,9
O=S1(=O)CC2c3ccccc3CN2CN1CCc1ccccc1 (configuration not stated),4
CN[C@H]1C[C@H]2c3[nH]c4c(-c5cccc(C)c5)cccc4c3CCN2C[C@H]1[C@H](C)O,0
COC(=O)c1cc2c(c3c4ccccc4n(S(=O)(=O)c4cccc(C)c4)c13)C(=O)N(Cc1ccc(N(C)C)cc1)C2,7
C=CCN1[C@H](C#N)[C@@H](c2ccc(C#Cc3cccnc3)cc2)[C@H]1CO,-4
CNc1ncn(-c2c(C)cccc2C)c(=O)n1,12
COC(=O)[C@]12C[C@H](CC(=O)NCC34CC5CC(CC(C5)C3)C4)C(=O)N(Cc3ccc(Cl)cc3Cl)C1=C[C@H](COCc1ccccc1)O[C@@H]2C,15
COC(=O)[C@]12CCCCC=C1N(Cc1ccc3c(c1)OCO3)C(=O)[C@H](CC(=O)N1CCCCC1)C2,9
Cc1cc(NC(=O)CCc2c[nH]c3ccccc23)ccc1Nc1cccnc1,5
C[C@@H]1CN(c2ccc(N3CCN(C(=O)OC(C)(C)C)C[C@H]3C)cc2C#N)CCN1Cc1ccccc1,9
Cc1[nH]c2ccccc2c1CC(=O)Nc1ccc(Nc2cccnc2)c(-c2ccc(F)c(F)c2)c1,19
CCCCCCCCN1C(=O)[C@@H](CC(=O)N2CCCCC2)C[C@@]2(C(=O)OC)C1=C[C@H](COCc1ccccc1)O[C@@H]2C,20
CCOC(=O)[C@]12CCCC=C1N(CCCOC)C(=O)[C@@H]2CC(=O)NCc1ccc(OC)c(OC)c1,10
CCOC(=O)[C@@]12CN(C(=O)OC(C)(C)C)CC=C1N(Cc1ccc(OC)cc1)C(=O)[C@H]2CC(=O)NCc1cccc2ccccc12,16
COc1ccc(-c2nc3ccccc3n(CC(C)C)c2=O)cc1,8
COc1ccccc1N1CCN(C(=O)C(=O)c2cccc([N+](=O)[O-])c2)CC1,-8
CCCC(=O)OC[C@H]1CN(C2CCCC2)S(=O)(=O)c2c(Oc3ccc(C(C)(C)C)cc3)cccc2O1,5
CC(c1nc2ccccc2[nH]1)n1c(=O)c(-c2cccnc2)nc2ccccc21 (configuration not stated),1
O=c1c(-c2cccs2)nc2ccccc2n1C(c1ccccn1)c1nc2ccccc2[nH]1 (configuration not stated),-56

(next part)
structure,CCHFV vOTU inh
CN(C)c1cccc2c(S(=O)(=O)NC(=O)[C@H]3O[C@@H](n4ccc(=O)[nH]c4=O)[C@H](O)[C@@H]3O)cccc12,11
O=C(NCc1ccccc1)[C@@H]1CCCN1C(=O)[C@H]1CCCN1C(=O)c1cccc(F)c1,5
COC(=O)[C@H](C)NC(=O)C(Cc1ccc2c(c1)OCO2)NC(C)=O (some centres not stated),-1
CCOC(=O)[C@@]12CCCC3=C1N(CCC3)C(=O)[C@H]2CC(=O)NCc1cccc2ccccc12,5
Cc1onc(-c2ccc(Cl)cc2)c1-c1ccn(S(=O)(=O)c2cccc(Cl)c2)n1,27
Cc1cccc(-c2cccc3c4c([nH]c23)[C@@H]2C[C@H](N(C)C(=S)Nc3ccc(C#N)cc3)[C@H]([C@H](C)O)CN2CC4)c1,11
CC(C)(C)C(C(=O)NC1CCCC1)N1CCN(c2ncccc2C#N)CC1 (configuration not stated),-4
C[C@H](O)[C@@H]1C(=O)N2CCc3c([nH]c4c(-c5ccccc5)cccc34)[C@@H]2C[C@@H]1N(C)C(=S)NCCc1ccccc1,-13
COC(=O)[C@]12C[C@H](CC(=O)N3CCN(C(=O)c4ccco4)CC3)C(=O)N(Cc3cccc4ccccc34)C1=C[C@H](COCc1ccccc1)O[C@@H]2C,7
COC(=O)[C@H](C(C)C)N(Cc1cn(Cc2ccc(C)cc2)nn1)S(=O)(=O)c1ccccc1Br,8
COC(=O)C1=C(C)N(CC(C)C)C(=S)NC1c1cccc(Br)c1 (configuration not stated),0
Cc1cccc(N2CCN(C(C(=O)NCc3ccccc3)c3ccco3)CC2)c1C (configuration not stated),7
NC(=O)c1ncn([C@@H]2O[C@H](C(=O)N3CCN(Cc4ccccn4)CC3)[C@@H](O)[C@H]2O)n1,8
COC(=O)c1cccc(Cn2ccc3ccc(-c4ccc5ccn(C(=O)C6CCCCC6)c5c4)cc32)c1,0
COc1ccc(NC(=O)CSc2nnc(-c3cccs3)o2)cc1Cl,-4
CCCCNC(=O)c1nc(-c2ccccc2)oc1-c1ccc(Cl)cc1,23
C=CCN1C(=O)[C@@H](CC(=O)NCc2ccccc2)[C@]2(C(=O)OC)CCCCC=C12,4
COC(=O)C1CN(C2CC2)CCS(=O)(=O)N1Cc1cn(Cc2ccc(OC)cc2)nn1 (configuration not stated),-5
Cc1cc(Nc2cccc([N+](=O)[O-])c2)cc(=O)n1-c1cccc([N+](=O)[O-])c1,-8

Part of the list above in order of number of heavy atoms, highest first.
structure,CCHFV vOTU inh
Cc1cccc(-c2cccc3c4c([nH]c23)[C@@H]2C[C@H](N(C)C(=S)Nc3ccc(C#N)cc3)[C@H]([C@H](C)O)CN2CC4)c1,11
C=CCN1C(=O)[C@@H](CC(=O)NCc2ccccc2)[C@]2(C(=O)OC)CCCCC=C12,4
COC(=O)C1=C(C)N(CC(C)C)C(=S)NC1c1cccc(Br)c1 (configuration not stated),0
